Bioassay records as filed in PubChem.
Pol beta inh = qHTS Assay for Inhibitors of DNA Polymerase Beta; P06746; AID 485314, 2010; hit rate 1.3% among 340,000; Potency, µM (doses to about 114 µM), for inactives: top-dose activity change, negative = inhibition, usual class: inhibitors; Pol beta primer extension/strand displacement, fluorescence kinetic; further: potency means the concentration at half of the fitted maximal effect; on the % scale 0 is the no-effect control and ±100 the full control effect
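Kinetic readout of DNA synthesis with strand displacement by Pol beta. Compound and 10 nM enzyme sit 15 min at room temperature; 50 nM substrate starts the reaction, read immediately and at 10 min.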
APE1 inh = qHTS Assay for Inhibitors of the Human Apurinic/apyrimidinic Endonuclease 1 (APE1); DNA repair nuclease/redox regulator APEX1 (Homo sapiens), P27695; recombinant APE1, TAMRA/BHQ-2 abasic DNA cleavage fluorescence; Potency, µM (doses to about 65.8 µM), without a hit: at the highest dose activity change, negative = inhibition, usual class: inhibitors; hit rate 0.35% among 350,000; AID 2517, 2012;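 further: potency means the concentration at half of the fitted maximal effect; plate controls were vehicle for no effect and reference inhibitor for full effect; nearly all actives have a fitted effect of over 55% in size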
Target sequence (P27695 whole entry, looked up): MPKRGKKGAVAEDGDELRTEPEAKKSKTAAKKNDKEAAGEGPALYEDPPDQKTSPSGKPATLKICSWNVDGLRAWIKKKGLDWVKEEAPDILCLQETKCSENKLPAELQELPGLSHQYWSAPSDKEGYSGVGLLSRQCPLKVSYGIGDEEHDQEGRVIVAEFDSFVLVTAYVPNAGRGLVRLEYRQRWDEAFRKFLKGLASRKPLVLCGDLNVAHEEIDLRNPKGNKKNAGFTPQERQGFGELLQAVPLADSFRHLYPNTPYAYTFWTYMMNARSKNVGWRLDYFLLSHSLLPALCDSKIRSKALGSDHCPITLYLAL
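0.75 nM APE1 + cpd, 15 min RT; start w/ 50 nM TAMRA/BHQ-2 THF-abasic dsDNA; kinetic fluor 525/598 nm ×3 reads @60 s; Δ(read3−read1); normalized to DMSO and NSC13755 control wells.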
Pol kappa inh = qHTS for Inhibitors of Polymerase Kappa; DNA polymerase kappa (Homo sapiens), Q9UBT6; purified Pol kappa, fluorescent DNA synthesis assay, 10 min; Potency, µM (titrated, usually from 107 µM), for inactives: at the highest dose activity, negative = inhibition, usual class: inhibitors; hit rate 0.53% among 400,000; further: potency means the concentration at half of the fitted maximal effect; on the % scale 0 is the no-effect control and ±100 the full control effect
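Readout: fluorescence, taken kinetically at 0 and 10 min. Conditions: 10 nM Pol kappa, 15 min RT compound preincubation, 50 nM substrate final. Controls: enzyme-free buffer wells.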
BLM inh = qHTS Assay for Inhibitors of Bloom's syndrome helicase (BLM). recombinant BLM DNA unwinding, fluorescence dequenching. Potency, µM (top dose mostly 56.1 µM), inactives show top-dose activity change, negative = inhibition, hits mostly inhibitors. hit rate 0.2% among 350,000. AID 2528, 2010;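 further: potency means the concentration at half of the fitted maximal effect; plate controls were vehicle for no effect and no enzyme for full effect; nearly all actives have a fitted effect of over 35% in size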
Pol iota inh = qHTS for Inhibitors of Polymerase Iota; DNA polymerase iota (Homo sapiens), Q9UNA4; Pol iota fluorescent replication assay, 10 min; Potency, µM (highest dose often 115 µM), without a hit: top-dose activity, negative = inhibition, actives largely listed as inhibitors; hit rate 1% among 390,000; further: potency means the concentration at half of the fitted maximal effect
Target sequence (Q9UNA4 whole entry, looked up): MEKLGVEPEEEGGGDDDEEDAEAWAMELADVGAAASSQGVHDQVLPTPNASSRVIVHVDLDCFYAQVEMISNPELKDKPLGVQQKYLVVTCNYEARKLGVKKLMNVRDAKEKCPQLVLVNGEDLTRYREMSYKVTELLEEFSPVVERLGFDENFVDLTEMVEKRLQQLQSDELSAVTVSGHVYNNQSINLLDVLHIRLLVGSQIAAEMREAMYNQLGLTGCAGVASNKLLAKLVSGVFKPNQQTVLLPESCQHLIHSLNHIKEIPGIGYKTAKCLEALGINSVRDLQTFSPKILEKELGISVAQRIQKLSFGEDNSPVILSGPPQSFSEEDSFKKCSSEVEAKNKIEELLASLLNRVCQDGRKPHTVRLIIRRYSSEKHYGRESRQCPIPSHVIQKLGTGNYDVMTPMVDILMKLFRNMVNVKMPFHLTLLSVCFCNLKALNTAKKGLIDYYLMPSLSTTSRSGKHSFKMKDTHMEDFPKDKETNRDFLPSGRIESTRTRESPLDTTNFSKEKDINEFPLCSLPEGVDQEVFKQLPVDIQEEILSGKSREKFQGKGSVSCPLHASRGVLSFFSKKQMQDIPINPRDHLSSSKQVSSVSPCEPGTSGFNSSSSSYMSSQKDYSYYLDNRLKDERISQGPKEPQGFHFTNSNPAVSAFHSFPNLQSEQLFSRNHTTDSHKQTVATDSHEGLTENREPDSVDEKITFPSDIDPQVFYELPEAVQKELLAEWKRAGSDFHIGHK
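Fluorescent replication assay read twice, at 0 min and 10 min after adding 50 nM (final) substrate. Enzyme (10 nM) and compounds were first incubated 15 min at room temperature; enzyme-free buffer wells were negative controls.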
Pol eta inh = qHTS for Inhibitors of Polymerase Eta | DNA polymerase eta (Homo sapiens), Q9Y253 | recombinant Pol eta, fluorescent DNA replication assay | Potency, µM (doses to about 114 µM), inactives show top-dose activity change, negative = inhibition, actives largely listed as inhibitors | hit rate 1.2% among 390,000; further: potency means the concentration at half of the fitted maximal effect; on the % scale 0 is the no-effect control and ±100 the full control effect
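Pol eta at 10 nM preincubated with compounds 15 min at room temperature; reaction started with fluorescent substrate (50 nM final) and read kinetically at 0 and 10 min.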
Apoferritin bind = qHTS Assay for Identification of Novel General Anesthetics; Potency, µM (doses to about 77.5 µM), for inactives: top-dose activity change, negative = displacement, actives largely listed as inhibitors; apoferritin/1-aminoanthracene competitive binding, fluorescence; hit rate 0.074% among 350,000; Ferritin light chain (Equus caballus), P02791; further: potency means the concentration at half of the fitted maximal effect; on the % scale 0 is the no-effect control and ±100 the full control effect; nearly all actives have a fitted effect of over 20% in size
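Horse-spleen apoferritin (10 uM) was mixed with 50% saturated 1-aminoanthracene in PBS, exposed to compounds for 10 min at room temperature, and read for fluorescence (ex 380 nm, em 535 nm). Competitive displacement was fitted with a four-parameter Hill equation.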
LDHA inh = qHTS assay for inhibitors of human lactate dehydrogenase | L-lactate dehydrogenase A chain (Homo sapiens), P00338 | purified LDHA, NADH/diaphorase-resazurin fluorescence; hits give low values | activity change, % (values are at about 110 or 230 µM) | hit rate 0.15% among 480,000 | AID 1347041, 2019; in the data active means activity change below about -30%; inconclusive means mostly about -25% to -30%;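 further: plate controls were DMSO wells for no effect and wells without enzyme for full effect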
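Resorufin fluorescence (ex540/em590), read at 0 and 20 min after diaphorase/resazurin addition, reports the NADH left after a 5 min room-temperature reaction of 2 nM human LDH5 with 0.06 mM NADH and 0.2 mM pyruvate.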
Glioma ERSR ind = qHTS for Inducers of the Endoplasmic Reticulum Stress Response (ERSR) in Human Glioma: qHTS | U87-MG GRP78 promoter luciferase reporter, 16 h | Potency, µM, without a hit: top-dose activation, actives largely listed as activators | hit rate 0.02% among 420,000; further: potency means the concentration at half of the fitted maximal effect; series mostly up to about 76 µM; % of control where 0% means no effect; nearly all actives have a fitted effect of over 35% in size
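ERSR induction read as luciferase luminescence (Bright-Glo, 10 min at room temperature) in stably transfected human U87-MG glioma cells exposed to compounds for 16 h, using GRP78 as sensor.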
Active calls of the source: *; ? = inconclusive; / = no result given; & = joins results of further samples; [ ] = dose if it differs, or a comment. Unless noted, the call rests on the fitted dose curve; in most records, active means well fitted curve in the direction sought with a large enough effect; inconclusive means small, poorly fitted or top-dose-only effect, or another doubt; inactive means no such curve, though single readings can be large; an effect the other way counts as inactive or inconclusive.

Results follow in this order: Pol beta inh, APE1 inh, Pol kappa inh, BLM inh, Pol iota inh, Pol eta inh, Apoferritin bind, LDHA inh, Glioma ERSR ind
> CN(C(=O)CS(=O)(=O)c1cn(CC(=O)N2CCCC2)c2ccccc12)c1ccccc1
 : /, /, -8%, /, 9%, 3%, /, 1, -2%
> CCOC(=O)NC(Nc1cc(C)ccn1)(C(F)(F)F)C(F)(F)F
 : 61%, 16%, -9%, -3%, 7%, -10%, -12%, 1, -2%
> O=C(CSc1nnc(NC(=O)c2ccccc2Cl)s1)Nc1ccc2c(c1)oc1ccccc12
 : 32µM*, ?, /, -9%, /, /, -2%, /, /
> CCCNC(=O)Nc1nccs1
 : -4%, 4%, -1%, -11%, 15%, -5%, -14%, -4, 1%
> COCC1CCCCN1C(=O)c1cccc(OC2CCN(S(C)(=O)=O)CC2)c1 (configuration not stated)
 : -15%, 21%, -3%, 2%, 14%, 1%, -8%, -6, 2%
> Cc1cccc(N/C(N)=N/c2nc(C)cc(C)n2)c1
 : 34%[activator], 2%, 2%, 52%[activator], -10%, -8%, -7%, 11&-5, -4%
> CN1CCC(OC(=O)COc2ccccc2)CC1
 : 13%, 18%, -8%, -3%, 11%, 3%, -8%, -2, -1%
> Cc1ccc([C@@H]2[C@@H]3C(=O)N(C)C(=O)[C@@H]3[C@]3(Cc4ccccc4)C(=O)N(Cc4ccccc4)CC(=O)N23)o1
 : 19%, 12%, 6%, -3%, 30%, -3%, -8%, 1, -4%
> CCCCNC(=O)COC(=O)c1ccc(Cl)c(S(=O)(=O)N2CCCC2)c1
 : ?, ?, -4%, 0%, 0%, 18%, -16%, -14, -6%
> COc1ccc(NC(=O)c2cccc(OC(F)F)c2)cc1Cl
 : -15%, 9%, -11%, -11%, 16%, -17%, -16%, -2, 4%
> c1ccc(N2CCOCCOCCOCCOCCOCC2)cc1
 : -19%, 5%, -15%, -5%, 105%[activator], -9%, -4%, 0, -3%
> COc1ccc(-n2c(C)cc(C(=O)CCl)c2C)cc1
 : 4%, -4%, -14%, -4%, ?, ?, -12%, -2, -15%
> Cc1ccc2c(c1)c1c(c(=O)n(-c3ccccc3C)c(=O)n1CC(=O)NCc1ccccc1)n2C
 : ?, /, -9%, -3%, 31%[activator], 1%, -11%, -4, -2%
> CC1=C(/C=C/C(=C/C=C/C(C)=C/C(=O)O)c2ccc(C)cc2)C(C)(C)CCC1
 : /, -5%, ?, -8%, /, /, -19%, /, 1%
> Cc1cc(-c2nnc(SCc3cccnc3)o2)no1
 : 1%, -3%, -2%, 0%, 39%[activator], -12%, -21%, -4, 0%
> CCOC(=O)Cc1csc(NC(=O)COC(=O)/C=C/c2ccc(OC)cc2)n1
 : /, 26%, -13%, /, -3%, -6%, /, -1, -1%
> O=c1cc(CN2CCOCC2)c2cc(Cl)ccc2o1
 : 51%, -37%, -22%, 0%, 15%, -19%, -6%, -1&4, -3%
> COC(=O)C(CC(C)C)NC(=O)C(N)Cc1ccccc1 (configuration not stated)
 : 1%, -4%, 2%, 1%, 10%, 8%, -8%, -7, -4%
> O=C(COc1cccc(F)c1)N1c2ccccc2Sc2ccccc21
 : 2%, -3%, -8%, -10%, 4%, -24%, -22%, 0, 0%
> CCO[C@@H]1OC(C(=O)N2CCN(C)CC2)=C[C@H](c2coc3ccccc3c2=O)[C@H]1CCCO
 : ?, -8%, 2%, 1%, -8%, -10%, -5%, -2, 0%

9 compounds out of the list, sorted by molar mass, ascending.
Results follow in this order: Pol beta inh, APE1 inh, Pol kappa inh, BLM inh, Pol iota inh, Pol eta inh, Apoferritin bind, LDHA inh, Glioma ERSR ind
> Cc1cc(-c2nnc(SCc3cccnc3)o2)no1
 : 1%, -3%, -2%, 0%, 39%[activator], -12%, -21%, -4, 0%
> COc1ccc(-n2c(C)cc(C(=O)CCl)c2C)cc1
 : 4%, -4%, -14%, -4%, ?, ?, -12%, -2, -15%
> O=c1cc(CN2CCOCC2)c2cc(Cl)ccc2o1
 : 51%, -37%, -22%, 0%, 15%, -19%, -6%, -1&4, -3%
> COc1ccc(NC(=O)c2cccc(OC(F)F)c2)cc1Cl
 : -15%, 9%, -11%, -11%, 16%, -17%, -16%, -2, 4%
> c1ccc(N2CCOCCOCCOCCOCCOCC2)cc1
 : -19%, 5%, -15%, -5%, 105%[activator], -9%, -4%, 0, -3%
> O=C(COc1cccc(F)c1)N1c2ccccc2Sc2ccccc21
 : 2%, -3%, -8%, -10%, 4%, -24%, -22%, 0, 0%
> CC1=C(/C=C/C(=C/C=C/C(C)=C/C(=O)O)c2ccc(C)cc2)C(C)(C)CCC1
 : /, -5%, ?, -8%, /, /, -19%, /, 1%
> CCCCNC(=O)COC(=O)c1ccc(Cl)c(S(=O)(=O)N2CCCC2)c1
 : ?, ?, -4%, 0%, 0%, 18%, -16%, -14, -6%
> CCO[C@@H]1OC(C(=O)N2CCN(C)CC2)=C[C@H](c2coc3ccccc3c2=O)[C@H]1CCCO
 : ?, -8%, 2%, 1%, -8%, -10%, -5%, -2, 0%

Part of the list above, reduced to Apoferritin bind:
| SMILES | Apoferritin bind |
| --- | --- |
| COc1ccc(-n2c(C)cc(C(=O)CCl)c2C)cc1 | -12% |
| c1ccc(N2CCOCCOCCOCCOCCOCC2)cc1 | -4% |

Continued:
Results follow in this order: Pol beta inh, APE1 inh, Pol kappa inh, BLM inh, Pol iota inh, Pol eta inh, Apoferritin bind, LDHA inh, Glioma ERSR ind
> Fc1ccc(Sc2ccccc2CNC2=NCCN2)cc1
 : 7%, 2%, -2%, -1%, 32%[activator], -14%, 1%, -12, -8%
> CC1(C)NC(=O)N(CC(=O)Nc2nc(-c3ccc(F)cc3)cs2)C1=O
 : 6%, -3%, -6%, -3%, ?, -20%, -14%, -2, -2%
> O=C1OC[C@H]2CCCN2C(=O)[C@@H](CC(=O)N(CCO)Cc2ccccc2)C/C=C\C[C@@H]1Cc1ccc(F)cc1
 : /, -7%, -22%, /, 12%, -4%, /, -1, -4%
> Cc1ccc(NC(=O)[C@@H]2CCCN2S(=O)(=O)c2ccccc2C(F)(F)F)cc1S(=O)(=O)N1CCOCC1
 : 8%, -2%, -20%, -3%, -3%, -7%, -9%, -11, -2%
> O=C(Nc1cccc(S(=O)(=O)N2CCCCCC2)c1)c1ccc(=O)[nH]c1
 : /, 0%, -4%, /, -14%, -12%, /, -10, -4%
> NC(=O)c1cc(S(=O)(=O)N2CCCC2)ccc1OCCOc1ccccc1F
 : /, -2%, 1%, /, 23%, -17%, /, -4, -5%
> Cc1ccc(NC(=O)NC2CCN(CC(=O)Nc3nccs3)CC2)cc1
 : 5%, -10%, 7%, 1%, 12%, -12%, -4%, -8, -4%
> COc1ccc(NC(=S)NC(NC(=O)c2ccccc2Cl)C(Cl)(Cl)Cl)c([N+](=O)[O-])c1 (configuration not stated)
 : ?, -1%, -15%, -9%, 10%, -3%, ?, -5, -3%
> CC(C)(C)c1ccc(C(=O)CC(=O)c2cc(Cl)ccc2O)cc1
 : 8%, -1%, -4%, -7%, 13%, -3%, -24%, 3, 1%
> Cc1ccc(CCNC(=O)C23C[C@H]4C[C@@H](C2)CC(n2nnc(C)n2)(C4)C3)cc1
 : 0%, -7%, -8%, -1%, 42%, -2%, -14%, 1, -6%
> COc1ccc(C2=NN(C(=O)c3ccncc3)C(c3ccccc3O)C2)cc1 (configuration not stated)
 : 37%, -14%, 1%, -3%, 92%[activator], -16%, -19%, -2, -2%
> Cc1ccc(S(=O)(=O)N2CCOCC2)cc1NC(=O)COC(=O)c1cc[n+]([O-])cc1
 : /, 37%[activator], -9%, /, 35%[activator], -26%, /, -3, 0%
> Cc1cccc(-c2noc(CN(C)C(=O)c3ccoc3C)n2)c1
 : -3%, 23%, -5%, -1%, 36%[activator], -17%, 2%, -15, 1%
> O=C(NC(=S)NCc1ccccc1)C1CCCCC1
 : 24%, -4%, 0%, -2%, -12%, -14%, -19%, -5, -1%
> COc1cc2c(cc1OC)C1Cc3ccc(OC)c(OC)c3CN1CC2 (configuration not stated)
 : -1%, -3%&-1%, -10%, -7%&4%, 6%, -11%, -9%, 0, -7%&-5%
> O=C(/C=C/c1ccc(Cl)cc1Cl)NCCN1CCOCC1
 : 1%, -3%, 0%, 2%, -2%, -1%, -7%, -5, 1%
> CCCn1c(C)nc2cc(Cl)c(N3CCN(c4nc(-c5ccc(C)cc5)cs4)CC3)cc21
 : 11%, 1%, -4%, -11%, 23%, -9%, -10%, -1, -5%
> O=C(NCc1cccnc1)c1ccc(Cn2cc(C(F)(F)F)ccc2=O)cc1
 : 7%, 12%, -9%, -1%, 16%, -8%, 0%, 1, -2%
> Cc1ccc2oc(=O)c3cc(C(=O)NCCCN4CCCC(C)C4)sc3c2c1 (configuration not stated)
 : 40%, 48%[activator], 10%, 28%, 14%, -6%, -13%, -3, -3%
> Cc1nnc(NC(=O)c2ccccc2Oc2ccccc2)s1
 : 13%, 12%, -3%, 1%, 25%, 1%, -14%, -12, 2%
> Cc1cccc(C)c1NC(=S)Nc1ccccc1C(=O)NCc1ccco1
 : 14%, 5%, -12%, -16%, 12%, -15%, -1%, -2, -2%
> O=c1c(Cl)nc2cc(Cl)ccc2n1CCNc1ncc(C(F)(F)F)cc1Cl
 : 16%, 1%, -3%, -2%, 27%, -17%, ?, -4, -3%
> COc1ccccc1CNC(=O)c1cc(S(=O)(=O)N2CCCC2)cn1C
 : 0%, 1%, 8%, -8%, 44%[activator], -17%, -12%, 1, -2%
> CCCOc1ccc(C2C(C(=O)c3ccc(C)o3)=C(O)C(=O)N2Cc2ccco2)cc1OCC (configuration not stated)
 : -9%, 1%, -11%, -9%, -9%, -15%, -13%, -1, 0%

The list is partial; the hit share may differ from the screen's.
